Screening results as filed in PubChem BioAssay.
SIAH1 antagonists – blockers of Siah-1 interaction with plectin peptide – biochemical, fluorescence polarization, rhodamine-plectin, uHTS, primary screen (AID 1817); Siah-1 / rhodamine-plectin peptide fluorescence polarization; higher % means a stronger effect; displacement, % at 20 µM, or IC50 in µM where a hit was titrated; 290,000 compounds, 0.02% hits;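 active = displacement of at least 50% at 20 µM, with a fluorescence ratio check between 0.3 and a set limit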;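 note: plate controls were Siah plus tracer with DMSO for no effect and tracer alone without Siah for full effect; strong numbers were not always called active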
AID2073 – inhibitors of Mint1-CaV2.2 protein interaction, biochemical, HTRF (AID 2073); HTRF protein-protein interaction, Mint1-CaV2.2; higher % means a stronger effect; inhibition, % at 20 µM, or IC50 in µM where a hit was titrated; 290,000 compounds, 0.19% hits; in the data active = inhibition mostly above about 51%, no sharp cut-off; inconclusive = no clear call, values can overlap the other calls; inactive = mostly below about 53%; note: some results filed as inactive read as strong as hits
K1F lysis inhibition – protection from phage-mediated lysis, alamar blue read-out – E. coli UTI89, K1F phage, bacterial capsule biogenesis inhibitors (AID 488966) | inhibition, % at 100 µM, or IC50 in µM where a hit was titrated | 340,000 compounds, 0.02% hits | E. coli UTI89 K1F phage lysis, alamar blue, 2 h; higher % means a stronger effect;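 active = phage lysis inhibition, versus mean bacterial control, above a set limit; inconclusive = no clear call, values can overlap the other calls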;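 note: capsule biogenesis inhibitors block K1F phage lysis so surviving cells raise fluorescence; higher fluorescence means more inhibition of phage lysis; actives were called in the ten point dose series up to 300 µM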
GPR55 beta-arrestin – GPR55 agonists via beta-arrestin recruitment, primary screen, imaging, U2OS cells, beta-arrestin-GFP redistribution (AID 1961). U2OS GPR55 beta-arrestin-GFP redistribution imaging; higher % means a stronger effect. activation, % at 10 µM, or EC50 in µM where a hit was titrated. 290,000 compounds, 0.048% hits;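 active = activation above 40% with more than 50 cells counted in the well; inconclusive = wells holding fewer than 50 cells, flagged as toxic or sparse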;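 note: U2OS osteosarcoma cells stably expressing GPR55 and beta-arrestin-GFP; plate controls were DMSO negative control for no effect and LPI positive control for full effect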
HIV fusion peptide – inhibitors of HIV fusion peptide binding, primary screen, biochemical, uHTS, fluorescence dequenching (AID 1986); cell-free peptide binding, fluorescence dequenching, 30 min; higher % means a stronger effect; inhibition, % at 20 µM; hits with a dose series show IC50 in µM; 290,000 compounds, 0.3% hits; in the data active = inhibition mostly above about 52%, no sharp cut-off; inactive = mostly below about 76%; note: some results filed as inactive read as strong as hits
NS5 inhibitors – flavivirus cap methylation enzyme inhibition – biochemical, confirmation dose response, primary screen (AID 588689); Dengue-2 NS5 methyltransferase capping enzyme assay, biochemical; higher % means a stronger effect; inhibition, % at 25 µM, or IC50 in µM where a hit was titrated; 340,000 compounds, 0.3% hits; in the data active = a potency from the dose series; inconclusive = inhibition above about 29% without an active follow-up result
NTR1 agonist – agonists of NTR1, primary screen, imaging, U2OS cells, beta-arrestin-GFP, high content (AID 493036). P30989. NTR1-U2OS beta-arrestin-GFP spot imaging, agonist mode. activation, % at 20 µM. 330,000 compounds, 0.17% hits;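 active = activation at or above 40% of the spot to cytoplasm intensity ratio, with at least 20 cells analyzed; inconclusive = wells under 20 cells, flagged as cytotoxic or low count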;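 note: 0% = DMSO without peptide and 100% = 100 nM NTR1 peptide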
Target sequence (P30989 whole entry, looked up): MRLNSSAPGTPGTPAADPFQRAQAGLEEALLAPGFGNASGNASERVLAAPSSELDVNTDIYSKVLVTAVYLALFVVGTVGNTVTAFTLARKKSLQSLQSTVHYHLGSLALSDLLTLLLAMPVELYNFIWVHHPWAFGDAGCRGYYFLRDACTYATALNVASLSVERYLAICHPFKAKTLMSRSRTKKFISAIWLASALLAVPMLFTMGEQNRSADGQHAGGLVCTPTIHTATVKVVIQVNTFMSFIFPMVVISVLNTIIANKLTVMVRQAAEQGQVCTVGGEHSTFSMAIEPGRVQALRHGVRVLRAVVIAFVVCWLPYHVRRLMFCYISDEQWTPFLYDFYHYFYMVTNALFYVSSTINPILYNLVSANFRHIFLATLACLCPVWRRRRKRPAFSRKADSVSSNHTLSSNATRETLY
GPR35 antagonists – GPR35 antagonists blocking zaprinast-driven arrestin recruitment, primary screen, imaging, U2OS, beta-arrestin-GFP, zaprinast agonist (AID 2058); U2OS GPR35 beta-arrestin-GFP translocation imaging, zaprinast antagonism; higher % means a stronger effect; inhibition, % at 10 µM; hits with a dose series show IC50 in µM; 290,000 compounds, 0.052% hits;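 active = inhibition of at least 50% with at least 30 cells and total cytoplasm GFP at most 10,000,000; inconclusive = under 30 cells or total GFP of 10,000,000 plus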
GPR55 LPI antagonism – GPR55 antagonists blocking LPI-driven arrestin recruitment, primary screen, imaging, U2OS, beta-arrestin-GFP, LPI agonist (AID 2013); U2OS GPR55 beta-arrestin-GFP translocation imaging, LPI antagonism; higher % means a stronger effect; inhibition, % at 10 µM; hits with a dose series show IC50 in µM; 290,000 compounds, 0.13% hits;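 active = spots per cell inhibited over 60%, with over 100 cells counted and total cytoplasm intensity under 500,000; inconclusive = wells with under 100 cells, flagged as likely toxic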;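 note: U2OS cells stably carrying GPR55 and arrestin-GFP stimulated by 5 µM LPI near EC80; imaged beta-arrestin-GFP aggregate spots per cell after agonist stimulation; plate controls were LPI-stimulated DMSO wells for no effect and DMSO wells without LPI for full effect; some results filed as inactive read as strong as hits; confirmed hits need IC50 under 10 µM and bright autofluorescent wells are also inconclusive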
NTR1 agonist cell count 20 µM – recorded beside NTR1 agonist, whose call it bears; cell count; measured here: cell count, cytotoxicity flag
Starred values were filed as active, the others as inactive; ? = inconclusive; . = not tested or not shown; [ ] = remark or other dose.

SMILES	SIAH1 antagonists	AID2073	K1F lysis inhibition	GPR55 beta-arrestin	HIV fusion peptide	NS5 inhibitors	NTR1 agonist	NTR1 agonist cell count 20 µM	GPR35 antagonists	GPR55 LPI antagonism
COCCn1c(SCC(=O)c2c(-c3ccccc3)n(C)c3ccccc23)nnc1-c1ccncc1	6%	0%	-1.1%	-0.1%	1.1%	-1%	-2.1	48	-5%	-2%
CC(=O)c1ccc(NCC2COc3ccccc3O2)c([N+](=O)[O-])c1 (configuration not stated)	2%	12%	-0.2%	0.3%	-4.4%	-4%	1.9	55	-4%	-4%
COc1ccccc1OCCOCCOc1ccc(C)cc1Br	3%	3%	1.9%	-0.3%	-1.0%	-2%	-0.3	44	6%	6%
COc1ccccc1C1CC(c2ccc(NS(C)(=O)=O)cc2)=NN1S(=O)(=O)c1ccccc1 (configuration not stated)	5%	8%	0.4%	0.3%	1.0%	-4%	0.7	70	-10%	6%
COc1ccc(S(=O)(=O)Nc2cc(C)ccn2)cc1OC	-4%	0%	0.2%	-0.1%	0.9%	-1%	2.3	61	-9%	33%
COCCNC(=O)COC(=O)c1cc(-c2ccc(OC)cc2)nc2ccccc12	1%	10%	-0.4%	0.2%	-1.0%	.	-0.1	94	-2%	10%
CSc1ncccc1C(=O)Nc1cc(C)ccn1	-2%	10%	0.6%[50 µM]	1.0%	-1.6%	-2%	0.1	71	12%	-1%
COC(=O)c1c(NC(=O)CC2Nc3cc(C)c(C)cc3NC2=O)sc(C)c1C (configuration not stated)	-3%	-19%	0.4%	-0.2%	14%	?	22	53	14%	8%
CN(C)c1ccc(-c2ccccc2)nn1	4%	9%	1.9%	-0.1%	-0.2%	-7%	0.4	58	15%	4%
COc1nccnc1NS(=O)(=O)c1ccc(N=Cc2c(C)[nH]n(-c3ccccc3)c2=O)cc1	-3%	-1%	1.6%[50 µM]	-0.2%	-2.1%	1%	3.6	61	-6%	4%
CCCNC(=O)C(=O)NCCC1=CCCCC1	-3%	-2%	1.7%	-0.1%	-0.4%	-15%	-0.1	51	25%	1%
CC(=O)NNS(=O)(=O)c1ccccc1[N+](=O)[O-]	-5%	3%	5.3%	0.5%	0.3%	-4%	0.3	58	-7%	1%
CC(NC(=O)/C(=C\c1cccc([N+](=O)[O-])c1)NC(=O)c1ccco1)C(=O)O (configuration not stated)	17%	2%	2.4%	-0.3%	-0.6%	1%	5.5	47	-10%	-13%
Cc1cc(C)c2[nH]c(C(=O)Nc3ccc4c(c3)OCO4)cc2c1	1%	17%	-1.3%	-0.2%	7.8%	-9%	2.7	50	-18%	14%
COc1cc(NC(=O)CCc2nnc3ccc(N4CCN(c5cccc(OC)c5)CC4)nn23)cc(OC)c1	0%	45%	-0.2%	0.0%	-1.1%	-16%	-1.1	67	-9%	1%
CCOc1ccc(OCc2cccc(C(=O)N/N=C/c3cccnc3)c2)cc1	12%	1%	0.0%	-0.4%	1.5%	1%	-0.3	74	-8%	-4%
Cc1cc(/C=N/NC(N)=O)c(C)n1C1CCCCC1	4%	3%	0.2%	-0.1%	0.1%	-5%	-0.9	51	2%	3%
O=C(Cn1c(-c2cncs2)nc2ccccc21)NCc1ccccc1	4%	-3%	-0.2%	0.2%	-0.6%	-5%	-0.1	46	7%	9%
CC(CC(=O)Nc1ccccc1C(F)(F)F)c1ccccc1 (configuration not stated)	2%	5%	0.8%	-0.3%	0.8%	-3%	1.0	49	.	-6%
COc1cccc(C(=O)Nc2cc(-c3cn4cccnc4n3)ccc2C)c1	1%	34%	0.1%	-0.3%	-1.6%	-1%	1.3	63	0%	-3%
CC1(C)CC(=O)C(C=NCCN2CCN(C(=O)c3ccc(F)cc3)CC2)=C(O)C1	10%	1%	0.0%	-0.1%	2.3%	-1%	1.5	86	-3%	19%
CN(Cc1ccccn1)C(=O)C1CCC(=O)N(Cc2cccc(C(F)(F)F)c2)C1 (configuration not stated)	-4%	8%	0.2%	-0.3%	-1.5%	-4%	1.4	62	12%	-5%
O=C(CCCN1C(=O)C(c2ccccc2)Oc2cccnc21)NCCc1ccc(Cl)cc1 (configuration not stated)	4%	-4%	0.4%	0.2%	1.8%	-2%	1.9	66	-2%	2%
C[C@@H]1CC[C@H]2C(=O)N3[C@@H](CC[C@@H](C)[C@@H]3c3ccc(Br)cc3)C(=O)N2[C@H]1c1ccc(Br)cc1	-2%	7%	-0.3%	0.6%	1.6%	-2%	13	69	-9%	13%
Cc1c2c(nc3c(C(=O)NC4CCCCC4C)cnn13)CCCC2 (configuration not stated)	5%	10%	.	0.7%	3.6%	.	3.2	55	-20%	11%

Going on with the list:
SMILES	SIAH1 antagonists	AID2073	K1F lysis inhibition	GPR55 beta-arrestin	HIV fusion peptide	NS5 inhibitors	NTR1 agonist	NTR1 agonist cell count 20 µM	GPR35 antagonists	GPR55 LPI antagonism
CC(NCC1(N2CCOCC2)CCCCC1)C(=O)Nc1ccc(Cl)cc1Cl (configuration not stated)	1%	-14%	0.0%	0.3%	4.8%	-1%	6.3	59	-2%	-5%
COc1ccc2[nH]c(=O)cc(C(=O)O)c2c1	7%	43%	-0.6%	-0.1%	10%	-2%	2.1	37	4%	0%
CC(C)c1ccc(C2/C(=C(/O)c3ccc(F)cc3)C(=O)C(=O)N2CCCN2CCOCC2)cc1 (configuration not stated)	1%	14%	-0.1%	1.1%	-1.2%	-5%	0.1	60	3%	5%
COc1cc(NS(=O)(=O)c2ccc3c(c2)NC(=O)CO3)cc(OC)c1	-4%	5%	0.0%	0.0%	-3.2%	-6%	-1.0	64	14%	2%
CC1CCCCN1CCn1c(=S)[nH]c2cc3c(cc2c1=O)OCO3 (configuration not stated)	-5%	-24%	0.5%	-0.6%	1.9%	-1%	-0.4	56	0%	20%
O=C(COc1cc2oc(=O)c3c(c2cc1Cl)CCC3)NCCCN1CCOCC1	0%	8%	0.0%	0.5%	1.3%	-18%	-1.0	79	9%	-2%
COc1ccc(S(=O)(=O)Nc2ccccc2C(=O)OC2CCCN(C)C2)cc1OC (configuration not stated)	-3%	5%	1.6%	-0.2%	0.0%	-7%	-1.7	97	-4%	3%
CSc1ccccc1NC(=O)c1cc(C2CC2)on1	-1%	12%	-1.5%	-0.3%	3.4%	-5%	0.1	89	-1%	-7%
CC(C)CCNC(=O)Nc1ccc2c(c1)N(C)C(=O)CS2	1%	11%	-0.5%	0.1%	-2.2%	2%	-1.5	69	4%	8%
Cn1nc(C(=O)Nc2nnc(C3CC3)s2)c2ccccc2c1=O	5%	13%	0.5%	-0.4%	-1.9%	-2%	3.1	58	3%	8%
Cc1nc(NCCc2ccc(O)cc2)c2nnn(Cc3ccccc3)c2n1	4%	2%	1.3%	0.3%	-0.6%	-5%	1.6	108	1%	-12%
CCCCOc1ccc(/C=C/C(=O)OCC(=O)c2c(N)n(C)c(=O)n(C)c2=O)cc1OCC	-2%	28%	-1.4%	0.7%	-1.5%	3%	1.6	30	-8%	-17%
Cc1nc(C)n(CC(=O)N2CCCC(C(=O)c3ccc(Cl)cc3C)C2)n1 (configuration not stated)	2%	2%	1.1%	-0.3%	1.5%	-4%	0.0	39	-10%	12%
C=CCn1c(CCNC(=O)c2ccccc2F)nnc1SCC(=O)Nc1nc2ccccc2s1	-4%	0%	-0.9%	-0.1%	6.8%	1%	-2.2	70	5%	-6%
COC(=O)C/C=C/[C@@H](C)[C@@H](/C=N/OC[C@H]1O[C@H](c2ccccc2)C=C[C@@H]1Oc1ccc(OC)cc1)NS(=O)(=O)c1ccc(C)cc1	4%	9%	.	-0.2%	0.6%	.	-1.0	90	-11%	12%
CSc1ccccc1NC(=O)CN(Cc1ccc(Cl)cc1)S(C)(=O)=O	2%	-4%	-0.2%	0.2%	-1.1%	-5%	1.5	49	-6%	2%
COc1ccc(C(=O)Nc2nc(C)cc(C)n2)cc1[N+](=O)[O-]	9%	-5%	1.7%	-0.8%	-0.5%	-1%	-1.5	56	0%	-4%
O=C(NCc1ccc(S(=O)(=O)NC2CCCCC2)s1)c1ccccc1	-3%	-11%	0.4%	0.4%	-1.1%	-1%	2.4	49	9%	3%
Cc1ccc2nc(N3CCN(Cc4nnnn4C4CCCC4)CC3)c(C#N)cc2c1	1%	-3%	0.5%	0.3%	3.3%	-3%	1.2	79	-5%	-4%
Cc1ccc(-c2cc(C(=O)Nc3sc4c(c3C(=O)NCc3ccco3)CCC4)[nH]n2)c(O)c1	-6%	36%	0.3%	0.4%	7.9%	4%	0.8	83	20%	1%
O=C(COC(=O)CCCSc1nc2ccccc2[nH]1)Nc1cccc(F)c1	1%	5%	1.8%[50 µM]	0.5%	2.2%	-5%	-1.5	59	3%	0%
CCOc1ccc2c(c1)c(=O)c(S(=O)(=O)c1ccc(CC)cc1)cn2C	1%	-2%	0.3%	-0.2%	-0.9%	-3%	-0.1	54	-7%	-3%
Clc1ccccc1Sc1ccc(-c2ccccn2)s1	1%	9%	.	0.9%	-1.2%	.	1.0	56	-4%	12%
Cc1c(C(=O)OCCOC(C)C)[nH]c2c1C(=O)CC(c1ccco1)C2 (configuration not stated)	-4%	27%	0.6%	0.6%	7.1%	-3%	-5.2	55	-24%	-15%
CC(C)(C)NC(=O)CN(Cc1cccs1)C(=O)c1csnn1	1%	-2%	5.3%	0.2%	-2.4%	5%	1.1	97	0%	6%
Cc1cc(C)cc(N2CCCn3c2nc2c3c(=O)n(CCN3CCOCC3)c(=O)n2C)c1	-1%	1%	0.5%	-0.1%	-1.6%	-1%	-0.3	47	-3%	7%
Cc1ccc(-c2nnn(CC(=O)N(Cc3ccc(F)cc3)C(C(=O)NC3CCCC3)c3ccncc3)n2)o1 (configuration not stated)	-6%	9%	-0.8%	-0.3%	1.6%	-5%	0.6	54	7%	-8%

Entries of single compounds as entered above. Screens in order: SIAH1 antagonists	AID2073	K1F lysis inhibition	GPR55 beta-arrestin	HIV fusion peptide	NS5 inhibitors	NTR1 agonist	NTR1 agonist cell count 20 µM	GPR35 antagonists	GPR55 LPI antagonism
`COc1ccc2[nH]c(=O)cc(C(=O)O)c2c1` reads 7%	43%	-0.6%	-0.1%	10%	-2%	2.1	37	4%	0%
`CCOc1ccc2c(c1)c(=O)c(S(=O)(=O)c1ccc(CC)cc1)cn2C` reads 1%	-2%	0.3%	-0.2%	-0.9%	-3%	-0.1	54	-7%	-3%
`COc1ccc(C(=O)Nc2nc(C)cc(C)n2)cc1[N+](=O)[O-]` reads 9%	-5%	1.7%	-0.8%	-0.5%	-1%	-1.5	56	0%	-4%
